PDI inh = PDI (human) enzyme inhibition. P07237. PDI insulin aggregation turbidity, A650, 90 min. inhibition, % at 10 µM. hit rate 0.052% among 350,000. AID 588391;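 active = mean inhibition across replicates of 30% or more, whatever share of single replicates reach that level; inconclusive = mean inhibition below 30% while every single replicate reaches 30%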;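 note: absorbance from insulin aggregation driven by PDI reduction with DTT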
Target sequence (P07237 whole entry, looked up): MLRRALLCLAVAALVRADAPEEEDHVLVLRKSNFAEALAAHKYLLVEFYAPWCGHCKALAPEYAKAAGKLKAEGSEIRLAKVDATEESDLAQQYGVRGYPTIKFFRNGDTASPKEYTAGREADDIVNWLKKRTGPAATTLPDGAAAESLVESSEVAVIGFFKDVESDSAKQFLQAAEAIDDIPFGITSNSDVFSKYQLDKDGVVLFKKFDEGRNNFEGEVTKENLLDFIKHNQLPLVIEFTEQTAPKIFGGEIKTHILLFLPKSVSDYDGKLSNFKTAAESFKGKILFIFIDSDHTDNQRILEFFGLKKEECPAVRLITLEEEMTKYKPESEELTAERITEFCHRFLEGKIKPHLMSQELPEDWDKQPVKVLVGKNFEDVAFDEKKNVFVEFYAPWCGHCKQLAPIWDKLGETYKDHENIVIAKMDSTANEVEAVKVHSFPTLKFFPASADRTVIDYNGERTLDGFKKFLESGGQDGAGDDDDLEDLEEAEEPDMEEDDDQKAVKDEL
TRPM1 prom inh = inhibitors of MITF-driven TRPM1 promoter in melanoma cells | hit rate 0.83% among 330,000 | inhibition, % at 12.5 µM | SK-MEL-5 TRPM1 promoter luciferase, 24 h;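 active = mean inhibition across replicates of 60% or more, whatever share of single replicates reaches that level; inconclusive = some that reach 60%, reason not given; inactive = mean inhibition across replicates below 60%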; note: values of inactives mirror those of a sister screen read the other way
HIF-2a block = inhibitors of HIF-2a; AID 624352; 786-0 RCC cells HIF-2a reporter, luciferase luminescence, overnight; inhibition, % at 18.8 µM; hit rate 0.72% among 360,000;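 active = inhibition of the luminescence signal of 40% or more relative to plate controls, in a single-dose primary screen at 18.75 µM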
NR2E3 ag-1 = human photoreceptor-specific nuclear receptor agonism; Q9Y5X4; CHO-S Gal4-NCOR/VP16-NR2E3 two-hybrid, luciferase; inhibition of corepressor binding, % at 3.98 µM; hit rate 0.35% among 360,000; AID 602229;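 active = inhibition above the mean of all tested compounds plus 3 SD, cut at about 70% in these data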;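 note: 0% = DMSO with NR2E3 transfected cells and 100% = cells lacking NR2E3 construct; higher means lower luciferase signal from less NR2E3 corepressor binding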
Target sequence (Q9Y5X4 whole entry, looked up, the tested form may be a part): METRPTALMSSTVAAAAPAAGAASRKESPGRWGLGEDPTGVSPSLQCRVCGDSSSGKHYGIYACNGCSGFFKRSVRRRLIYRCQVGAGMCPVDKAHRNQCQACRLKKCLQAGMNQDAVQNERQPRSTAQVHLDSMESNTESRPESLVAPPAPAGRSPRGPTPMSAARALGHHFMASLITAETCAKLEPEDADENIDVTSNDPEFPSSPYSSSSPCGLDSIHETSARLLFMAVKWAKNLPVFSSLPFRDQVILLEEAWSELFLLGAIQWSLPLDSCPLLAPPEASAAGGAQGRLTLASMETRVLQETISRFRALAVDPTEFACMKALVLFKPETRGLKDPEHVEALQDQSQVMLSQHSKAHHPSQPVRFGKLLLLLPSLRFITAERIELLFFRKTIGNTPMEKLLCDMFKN
Peg3 prom inh = inhibitors of Peg3 promoter | HeLa PEG-Prom luciferase reporter, luminescence, overnight | inhibition, % at 20 µM | hit rate 1.7% among 360,000 | AID 588405;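 active = inhibition of at least 50% at 20 µM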
Vif imaging = inhibitors of HIV Vif; HEK293T cells, Vif self-association by quenched fluorescence, imaging, 24 h; hit rate 0.35% among 340,000; AID 602346; inhibition, % at 7.49 µM; in the data active = inhibition above about 50%, passing the limit was not always enough; inconclusive = no clear call, values can overlap the other calls; inactive = below about 31%; note: some results filed as inactive read as strong as hits
KKLEB tox = reduces viability of KKLEB cystic fibrosis airway cells | activity change (cytotoxicity), % at 5 µM | hit rate 0.36% among 360,000 | KKLEB CF airway cells viability, ATPlite luminescence, overnight; hits give low values; cells stimulated with P. aeruginosa culture filtrate | AID 602141;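 active = corrected activity change at or below -50% at 5 µM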
CaV13 ICDI inh = Disruptors of the CACNA1D IQ motif to Ca2+-dependent inactivation inhibitor domain association, primary screening, Förster resonance energy transfer in intact living …; HEK cells, CFP/YFP FRET ICDI-IQ, plate reader, 10 min; percent FRET-ratio fall versus neutral wells; inhibition, % at 12.3 µM; hit rate 0.098% among 340,000;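 active = mean replicate inhibition of at least 30% and at least 1% of replicates passing that level; inconclusive = only one of the two criteria is met; inactive = neither criterion is met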;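 note: 0% = median of the neutral control wells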
CF NFkB block = blocks PAF-induced NF-kB reporter in cystic fibrosis cells; inhibition, % at 5 µM; AID 588850; hit rate 0.86% among 360,000; KKLEB NF-kB-GFP reporter, GFP fluorescence overnight;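 active = at least 50% inhibition at 5 µM, scaled per plate between neutral and stimulator controls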;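 note: PAF is a Pseudomonas aeruginosa culture filtrate used as stimulus; plate controls were PAF-stimulated DMSO wells for no effect and unstimulated DMSO wells for full effect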
Shn3 3UTR inh = inhibitors of Schnurri-3 3'UTR reporter in osteoblasts; hit rate 0.52% among 360,000; inhibition, % at 12.5 µM; AID 588674; Clone20 osteoblast Shn3 3'UTR firefly luciferase, 24 h;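 active = mean inhibition of at least 75% with every replicate also reaching 75%; inconclusive = mean inhibition at least 75% but some replicate below; inactive = mean inhibition below 75%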;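 note: 0% = median of neutral control wells and 100% = pilot-screen positive control compound; some compounds past the cut are filed as inactive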
NR2E3 ag-2 = agonists of human nuclear receptor NR2E3; inhibition of corepressor binding, % at 4.78 µM; AID 2300; hit rate 0.12% among 320,000; GST-NR2E3/biotin-RetCOR TR-FRET, 1536-well; Q9Y5X4;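 active = percent inhibition above the cutoff of mean plus 3 SD of all tested compounds, set per screening campaign, cut at about 20% in these data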;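 note: 0% = DMSO wells and 100% = biotin wells as full block of FRET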
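Material – GST-tagged NR2E3 plus biotinylated RetCOR corepressor · Quantity – NR2E3 fusion 1.35 nM · Times – 5 h incubation at 4 °C · Medium – pH 7.5 Tris-based buffer · Technique – TR-FRET, Eu(K)-anti-GST donor, streptavidin-D2 acceptor, ex 340, em 617/671 nm · Benchmarks – high control biotin, low control 0.6% DMSO · Format – 1536-well plates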
An asterisk follows results filed as active; ? = inconclusive; nt = not tested or not shown. Random draw from the library. About 3.3% of those tested had a hit in this group.

SMILES	PDI inh	TRPM1 prom inh	HIF-2a block	NR2E3 ag-1	Peg3 prom inh	Vif imaging	KKLEB tox	CaV13 ICDI inh	CF NFkB block	Shn3 3UTR inh	NR2E3 ag-2
CCOC(=O)C(C)Sc1nnc(CSc2nc3nc(C)cc(C)n3n2)o1 (configuration not stated)	-7	10	18	5	5	12	-3	-13	-5	-1	-2
N#Cc1cccc(S(=O)(=O)Nc2c(NC3CCCCC3)c3ccccc3oc2=O)c1	8	13	7	-11	14	9	0	nt	4	7	4
CCOc1ccc(OCCCC(=O)ON=C(N)c2ccccc2C)cc1	-5	0	-19	5	-13	-8	9	-3	-7	4	0
O=C(/C=C/c1ccc(S(=O)(=O)N2CCOCC2)cc1)NC(=S)Nc1ccc(Cl)cc1Cl	17	-7	9	12	29	5	-11	-4	8	-8	2
O=C(N/N=C/c1ccc(OCCCF)cc1)c1cc(OCC(F)(F)F)ccc1OCC(F)(F)F	1	-4	2	-21	1	-4	3	nt	6	6	2
CC(C)C(=O)NC(=S)Nc1ccc(S(=O)(=O)Nc2ccccc2)cc1	-4	2	25	-5	26	-1	-4	-6	-14	12	2
COc1ccc(OC)c(/C=N/NC(=O)c2cc3c(OC)cccc3[nH]2)c1	-6	-28	-20	17	-18	-10	-2	-14	16	13	1
CCn1c(CCNC(=O)c2ccc(Cl)cc2)n[nH]c1=S	-8	-2	-24	22	5	4	5	nt	-1	63	0
CN(C)c1ccc(C=Cc2cnccn2)cc1	-3	-26	-102	-95	-154	7	-44	-11	34	-13	nt
CC(OC(=O)c1cc(S(=O)(=O)N2CCOCC2)ccc1Br)C(=O)N1CCOCC1 (configuration not stated)	8	-2	8	3	4	0	10	-2	10	-3	0
CC1(C)CN(c2ccc(Br)cc2Br)C1=O	-3	-8	12	-1	-7	0	-9	5	11	-5	3
COc1ccc(OC)c(C(=O)COC(=O)c2cc(C)oc2C)c1	-5	-3	-33	-13	-3	nt	-7	nt	0	1	4
Cc1cc(C)n(-c2ncnc3c2oc2ccccc23)n1	19	-9	-62	-20	-59	-13	0	nt	-6	-8	2
CC(C)(C)NCC(=O)c1c[nH]c2ccccc12	-8	3	17	-6	5	18	-6	-4	-5	-17	-4
CC1(C)C2CCC1(C)C(OCCNCCOC(=O)Nc1ccccc1)C2 (configuration not stated)	-3	-3	4	-9	9	-1	-3	-3	-8	-11	0
Cc1ccc(C(=O)N2CCCC(CCC(=O)NCc3ccc(F)c(F)c3)C2)cn1 (configuration not stated)	-11	-27	-66	-18	-58	13	1	-7	3	-37	nt
CCCC1CC(CSc2ncn[nH]2)OC1=O (configuration not stated)	1	-1	3	-3	11	-8	6	-5	8	-1	4
COCCNC(=O)c1cc(Br)ccc1Cl	5	-3	23	-1	4	-4	-6	-4	6	-7	-1
CC(=O)N1CCC(N(CCN2CCOCC2)C(=S)Nc2cc(C)cc(C)c2)CC1	11	-11	6	-11	1	4	1	-13	1	-59	1
Cc1noc(C)c1S(=O)(=O)N(C)C[C@H]1OCc2cn(nn2)CCCC(=O)N([C@H](C)CO)C[C@@H]1C	6	nt	2	-12	-14	-13	1	-10	-23	-1	nt
CCCc1ccc2oc(C(=O)N3CCC[C@H]3CO)c(C)c2c1	3	-65	-262	-103	-336	-2	-9	0	7	-41	2
C=C(C)C1Cc2nc(N)nc(C)c2C1 (configuration not stated)	0	10	8	-14	-6	11	-14	-5	16	-12	-1
CN(c1ccccc1)S(=O)(=O)c1cccc(NC(=O)Cc2ccc(Cl)cc2)c1	3	-16	-31	12	-1	-3	-7	-5	9	60	4
Cc1cc(O)c(C(C)C)cc1N=Nc1ccccc1C(=O)O	-1	6	8	-30	16	5	16	-18	-4	-2	-5
O=C(N/N=C/c1c(Cl)cccc1Cl)c1cccc(F)c1	-11	-55	-221	-35	-85	11	-12	-5	-12	-24	2
COc1ccc(C=O)cc1OC(=O)N1CCOCC1	-1	1	8	-32	1	-11	-1	-4	17	-10	0
Cc1occc1-c1nnc(SCc2nc3ccccc3c(=O)n2CC#N)n1C	-6	10	21	-21	6	11	13	-4	10	-18	2
Nn1c(SCC(=O)Nc2ccc(F)cc2)nnc1-c1ccccn1	3	3	2	-27	-23	-17	2	-5	-4	4	4
CC(=O)Nc1ccc(N=Nc2c(C)[nH]n(C(N)=S)c2=O)cc1	6	-5	-68	-21	-44	12	10	-11	15	-18	-3
CC(C)CC(=O)Nc1ccc(-c2nnn(CC(=O)NCc3ccco3)n2)cc1	1	-22	-122	-22	-121	?	7	-16	1	-27	7
COc1ccc(OCC(=O)Nc2cccc(OC)c2)cc1	-3	-25	-117	-11	-103	-1	5	-6	-10	-34	-1
CCN(CC)CCCSc1nc2ccccc2s1	2	-18	-167	-9	-99	-2	6	5	-6	-36	2
Cc1cc(NCCCOC(C)C)n2c(nc3ccccc32)c1C#N	-14	-4	20	-11	16	-2	0	-5	-21	-3	0
Cc1cc(C)n2nc(C(=O)Nc3ccc4c(c3)CCC4)nc2n1	1	-48	-228	-41	-135	-6	-8	2	1	-67	5
COc1cc(C2NC(=O)NC(C)=C2C(=O)OC2CCCC(C)C2)ccc1O (configuration not stated)	1	-10	17	-2	22	2	4	nt	-17	-6	1
CC(NC(=O)Oc1cccc2ccccc12)c1ccccc1 (configuration not stated)	7	-2	-5	0	-4	-5	-2	-9	4	13	nt
CCc1cc2c(=O)n(Cc3ccco3)c(SCc3c(C)noc3C)nc2s1	-3	25	-8	-100	31	-16	-28	-5	-73	60	-3
CC(C)OC(=O)c1cccc(C(=O)Oc2ccccc2)n1	0	9	7	9	14	2	9	-4	-6	-5	3
NC(=O)C1(N2CCCCC2)CCN(CC(=O)Nc2ccccc2-c2ccccc2)CC1	-7	4	-9	0	12	11	-2	-8	3	15	1
NC(=O)C1CCN(C2=C(NS(=O)(=O)c3ccccc3)C(=O)c3ccccc3C2=O)CC1	10	32	4	1	7	-9	6	-5	0	10	-4
COc1ccc(Br)cc1CN1CCSCC1	-2	-1	18	-18	8	-2	-4	-3	-9	-6	-1
CC(C(=O)N(C)CC(=O)Nc1ccccc1C(F)(F)F)N1C(=O)c2ccccc2C1=O (configuration not stated)	-84	-1	6	-19	11	-4	-5	-3	1	-92	1
COc1ccc(CC(=O)N/N=C/c2cccs2)cc1OC	-7	7	22	13	3	0	20	-22	5	36	-3
CSCCC(NC(=O)COc1ccccc1)C(=O)OCc1ccc([N+](=O)[O-])cc1 (configuration not stated)	-2	7	2	-5	4	1	0	-15	2	-10	2
COC(=O)C1=C(C)N=C2SC(C#N)=C(N)N2C1c1ccc(OC)cc1 (configuration not stated)	-1	-4	3	4	6	3	-5	-6	-31	-11	3
COc1c(O)ccc2c1CN1CCc3cc4c(cc3C1C2)OCO4 (configuration not stated)	nt	-4	-26	-27	-11	3	8	nt	-32	11	1
CN(C)S(=O)(=O)c1cccc(NC(=S)N(CCC#N)Cc2cccnc2)c1	-2	-6	10	-13	11	-1	1	6	3	9	-4
Cc1ccc([C@H]2C(C(=O)O)=C[C@@H](C(C)(C)C)N2S(=O)(=O)c2ccc(C)cc2)cc1	-6	9	-1	-30	-7	nt	4	-5	4	-4	nt
O=C(OCc1ccccc1)C1=NNC2C(=O)N(c3ccc(Br)cc3)C(=O)C12 (configuration not stated)	-1	9	7	-13	1	nt	-1	-5	-14	5	3
Cc1nc(NCc2cccnc2)c2c3c(sc2n1)CC(C)CC3 (configuration not stated)	7	-40	-125	-66	-107	12	-5	-7	-1	-15	3
CSc1nc(C)cc(SC(C(C)=O)C(=O)Nc2ccccc2)n1 (configuration not stated)	1	-2	-15	-6	-4	-32	-4	-5	9	-10	3
CCC1(c2ccccc2)NC(=S)N(c2ccc(C)cc2)N1 (configuration not stated)	-2	-7	-174	-59	-115	-2	14	-1	-12	-36	3
O=C(C[n+]1ccccc1)Nc1ccccc1C(F)(F)F	8	12	17	2	3	1	-2	-20	10	-2	5
C=CCSc1nsc(NC(=O)Nc2cccc(C(C)=O)c2)n1	-4	-36	-103	-45	-31	-7	-23	2	86*	-9	0
Nc1ccc2nc(CCCCCCCCc3nc4ccc(N)cc4[nH]3)[nH]c2c1	2	-1	9	0	-7	-5	15	-5	-13	-6	-1
COCCNc1ncnc2nc[nH]c12	1	-1	17	-22	-9	-7	-1	-4	16	7	-1
NS(=O)(=O)c1cccc(NC(=O)/C=C/c2cccs2)c1	3	-60	-158	-45	-177	-1	6	-4	5	-36	-1
Cn1cnc([N+](=O)[O-])c1Sc1n[nH]c(N)n1	15	-4	9	-13	3	5	1	-17	-7	0	-2
CC(=O)N(C)c1ccc(NC(=O)Nc2cccc3ccccc23)cc1	7	-49	-218	-50	-234	nt	-3	-3	-38	-54	-2
Cc1ccc(CN2CCNC(=O)C2CC(=O)O)cc1 (configuration not stated)	12	1	4	-8	6	8	-9	-7	5	-12	1

Additional results follow.
SMILES	PDI inh	TRPM1 prom inh	HIF-2a block	NR2E3 ag-1	Peg3 prom inh	Vif imaging	KKLEB tox	CaV13 ICDI inh	CF NFkB block	Shn3 3UTR inh	NR2E3 ag-2
O=C(CCCN1C(=O)c2cccc3cccc(c23)C1=O)NCc1cccs1	-7	-12	2	-17	4	-2	-29	-5	-17	16	1
CC(=O)c1ccc(OCCCOc2cccc3cccnc23)cc1	-6	-5	-55	-9	-37	-5	-8	-1	12	14	nt
Cc1cccc(NS(=O)(=O)c2coc(C(N)=O)c2)c1C	nt	0	3	-23	0	4	10	-4	-12	14	-1
COc1cccc(N2CCN(C(=O)c3ccc(Cl)c(S(=O)(=O)N4CCCCCC4)c3)CC2)c1	0	nt	7	-8	14	0	-4	-11	-5	-3	nt
N/C(CS(=O)(=O)c1ccccn1)=N\OC(=O)c1ccccc1Cl	3	-72	-233	-69	-272	-4	-9	-5	1	-108	2
CSc1nnc(CNS(=O)(=O)c2ccc(F)cc2)n1C	-1	-1	3	-16	2	12	5	-19	-13	-5	5
CCOc1ccc(NCC(=O)N/N=C/C=C/c2ccccc2)cc1	2	-5	-49	-39	-90	nt	9	-4	-10	-9	0
O=c1ccc(-c2nc3cc(Cl)ccc3n2Cc2ccccc2)c[nH]1	14	-5	12	-20	-1	10	-2	2	-40	6	-1
O=c1[nH]c(Nc2ccccc2)cc2cc(Br)ccc12	-4	11	-22	-73	-8	-3	-14	-5	-19	10	18

Screening data: PubChem, several laboratories
